# From PubChem BioAssay
# POLB inh – blocks human DNA polymerase beta activity. P06746. Pol beta primer extension/strand displacement, fluorescence kinetic. Potency, µM (doses to about 114 µM), inactives show at the highest dose activity change, negative = inhibition, hits mostly inhibitors. hit rate 1.3% among 340,000. AID 485314; also: potency is read from the fitted curve at half-maximal effect; % is scaled to controls: 0 for no effect and ±100 for the full control effect
#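 Homogeneous kinetic assay of primer extension and strand displacement by 10 nM Pol beta, preincubated 15 min at room temperature with compound before 50 nM substrate (final) was added. Read at 0 and 10 min; four-parameter Hill fit.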
# TRHR agonist – activates the human TRH receptor | P34981 | TRHR cells, calcium flux fluo-8, FDSS agonist mode | activation, % at 2 µM | hit rate 0.18% among 360,000; in the data active = activation above about 30%; also: 0% is about no effect
# Target sequence (P34981 whole entry, looked up): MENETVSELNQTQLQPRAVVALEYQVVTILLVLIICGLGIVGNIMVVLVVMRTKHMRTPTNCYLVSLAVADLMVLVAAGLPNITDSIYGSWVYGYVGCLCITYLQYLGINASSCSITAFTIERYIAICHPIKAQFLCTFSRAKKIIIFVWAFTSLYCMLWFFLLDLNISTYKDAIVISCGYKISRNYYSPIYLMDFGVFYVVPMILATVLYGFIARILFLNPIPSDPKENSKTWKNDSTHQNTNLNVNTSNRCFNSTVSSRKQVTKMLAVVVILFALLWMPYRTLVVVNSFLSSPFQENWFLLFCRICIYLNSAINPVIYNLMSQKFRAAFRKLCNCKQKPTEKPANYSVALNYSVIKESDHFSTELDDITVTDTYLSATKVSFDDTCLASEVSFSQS
#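 TRHR-expressing cells loaded with fluo-8 calcium dye; 23 nL library compound pin-transferred, kinetic FDSS fluorescence (Ex 480/Em 530) recorded about 180 s for agonist-induced calcium release, before a 10 nM TRH EC20 addition for potentiator mode.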
# Anesthetic bind – binds horse apoferritin like a general anesthetic; P02791; apoferritin/1-aminoanthracene competitive binding, fluorescence; Potency, µM (top dose mostly 77.5 µM), inactives show top-dose activity change, negative = displacement, hits mostly inhibitors; hit rate 0.074% among 350,000; also: potency is read from the fitted curve at half-maximal effect; % is scaled to controls: 0 for no effect and ±100 for the full control effect; nearly all actives have a fitted effect of over 20% in size
#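 Apoferritin-based anesthetic binding model; compound displacement of fluorescent 1-AMA measured as endpoint fluorescence after 10 minutes at room temperature, scaled to free-ligand and complex controls.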
# BLM helicase inh – Bloom syndrome helicase (human) inhibition. P54132. recombinant BLM DNA unwinding, fluorescence dequenching. Potency, µM (series often up to 56.1 µM), without a hit: top-dose activity change, negative = inhibition, actives largely listed as inhibitors. hit rate 0.2% among 350,000. AID 2528;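 also: potency is read from the fitted curve at half-maximal effect; plate controls were vehicle for no effect and no enzyme for full effect; nearly all actives have a fitted effect of over 35% in size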
# APEX1 inh – inhibitors of human APE1 endonuclease; P27695; recombinant APE1, TAMRA/BHQ-2 abasic DNA cleavage fluorescence; Potency, µM (series often up to 65.8 µM), without a hit: at the top dose activity change, negative = inhibition, most hits filed as inhibitors; hit rate 0.35% among 350,000; AID 2517;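 also: potency is read from the fitted curve at half-maximal effect; plate controls were vehicle for no effect and reference inhibitor for full effect; nearly all actives have a fitted effect of over 55% in size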
#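 Incision of a quenched TAMRA/BHQ-2 THF abasic-site duplex (50 nM) by 0.75 nM APE1, after 15 min compound preincubation, measured as fluorescence increase over three 60 s reads. Values normalized to buffer, DMSO and NSC13755 control wells.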
# Pol kappa inh – inhibitors of human DNA polymerase kappa | Q9UBT6 | purified Pol kappa, fluorescent DNA synthesis assay, 10 min | Potency, µM (doses to about 107 µM), inactives show at the highest dose activity, negative = inhibition, actives largely listed as inhibitors | hit rate 0.53% among 400,000 | AID 588579; also: potency is read from the fitted curve at half-maximal effect; % is scaled to controls: 0 for no effect and ±100 for the full control effect
#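 Activity was followed as the change in fluorescence between reads at 0 and 10 min after starting the reaction with 50 nM substrate. Beforehand, 10 nM polymerase had been preincubated with compound for 15 min at room temperature.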
# ALOX12 inh – blocks human arachidonate 12S-lipoxygenase | Potency, µM (doses to about 108 µM), without a hit: at the top dose activity change, negative = inhibition, usual class: inhibitors | AID 1671190 | P18054 | hit rate 1.1% among 580,000 | purified 12hLO, xylenol orange hydroperoxide absorbance; also: potency is read from the fitted curve at half-maximal effect; % is scaled to controls: 0 for no effect and ±100 for the full control effect
#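 Purified human 12hLO at 150 nM in 25 mM Hepes, 0.01% Triton X-100, pH 7.0, preincubated 15 min at room temperature with compound. Reaction started with 40 uM arachidonic acid, 30 min at room temperature. Hydroperoxide measured by Fe-xylenol orange, 573/405 nm absorbance ratio.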
# Pol iota inh – blocks human DNA polymerase iota activity; Pol iota fluorescent replication assay, 10 min; hit rate 1% among 390,000; Q9UNA4; Potency, µM (top dose mostly 115 µM), for the others: top-dose activity, negative = inhibition, most hits filed as inhibitors; AID 588590; also: potency is read from the fitted curve at half-maximal effect
# Target sequence (Q9UNA4 whole entry, looked up): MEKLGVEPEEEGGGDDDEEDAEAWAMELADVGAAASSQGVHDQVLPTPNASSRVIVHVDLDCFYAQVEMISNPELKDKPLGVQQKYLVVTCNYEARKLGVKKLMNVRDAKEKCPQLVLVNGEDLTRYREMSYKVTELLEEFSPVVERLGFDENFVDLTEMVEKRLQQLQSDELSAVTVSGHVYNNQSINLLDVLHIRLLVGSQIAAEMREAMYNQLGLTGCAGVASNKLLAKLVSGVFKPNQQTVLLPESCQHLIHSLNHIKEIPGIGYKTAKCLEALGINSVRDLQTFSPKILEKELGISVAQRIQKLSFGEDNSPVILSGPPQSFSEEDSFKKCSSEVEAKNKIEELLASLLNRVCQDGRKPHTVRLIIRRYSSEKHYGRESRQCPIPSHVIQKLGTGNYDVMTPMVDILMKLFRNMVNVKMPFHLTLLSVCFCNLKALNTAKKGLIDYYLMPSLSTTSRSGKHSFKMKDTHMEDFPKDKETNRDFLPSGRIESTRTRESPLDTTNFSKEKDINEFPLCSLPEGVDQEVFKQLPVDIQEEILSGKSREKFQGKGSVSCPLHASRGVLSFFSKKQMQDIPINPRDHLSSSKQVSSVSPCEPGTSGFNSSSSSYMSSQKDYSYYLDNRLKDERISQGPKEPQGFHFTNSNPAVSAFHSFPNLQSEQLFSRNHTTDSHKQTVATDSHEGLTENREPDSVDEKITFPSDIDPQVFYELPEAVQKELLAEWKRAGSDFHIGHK
#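 Fluorescent replication assay read twice, at 0 min and 10 min after adding 50 nM (final) substrate. Enzyme (10 nM) and compounds were first incubated 15 min at room temperature; enzyme-free buffer wells were negative controls.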
# ERG Ets-DNA blk – ERG Ets/DNA interaction inhibition; hit rate 0.028% among 370,000; Potency, µM (titrated, usually from 76.9 µM), for the others: top-dose FP activity, negative = inhibition, actives largely listed as inhibitors; P11308; fluorescence polarization, His-ERG Ets domain / labelled DNA; active = well fitted inhibition curve with a large enough effect in the polarisation, with a control signal flat; inconclusive = small, poorly fitted or top-dose-only effect, or effect the other way, or a change in a side signal; inactive = no such curve, though single readings can be large or run the other way; the % refers to the polarisation;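 also: polarization taken with two DNA probes labelled with fluorescein and Texas red; potency is read from the fitted curve at half-maximal effect; % of control where 0% means no effect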
#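 His-tagged ERG Ets domain (1 uM in the protein solution; 300mM KCl, 50mM Tris-HCl, 1mM EDTA, 1mM DTT, pH 7.5) received compound, then a probe mix of 5 nM fluorescein-DNA and 100nM Texas-615-DNA. Fluorescence polarization was read for both dyes.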
# An asterisk follows results filed as active; ? = inconclusive; . = not tested or not shown; & = joins results of further samples; [ ] = dose if it differs, or a comment. Unless noted, calls follow the shape of the dose curve; as a rule, active = well fitted curve in the direction sought with a large enough effect; inconclusive = small, poorly fitted or top-dose-only effect, or another doubt; inactive = no such curve, though single readings can be large; an effect the other way counts as inactive or inconclusive.
# Every second line gives: POLB inh, TRHR agonist, Anesthetic bind, BLM helicase inh, APEX1 inh, Pol kappa inh, ALOX12 inh, Pol iota inh, ERG Ets-DNA blk
CCN(CC)CCn1c2ccccc2c(=O)c2c(O)ccc(O)c21
 : ., ., ., ., ., -10%, 25µM*, 39%[activator], 10%
Cc1ccc(NC(=O)CCc2c(C)nc3cc(-c4ccccc4)nn3c2C)cc1F
 : 0%, 0.4, -12%, -4%, ., -14%, -29%, 18%, 0%
CN1CCN(C(=O)c2ccccc2-c2nc(-c3ccc(Cl)cc3)no2)CC1
 : -3%, 0.2, -12%, 1%, 0%, 1%, -3%, -6%, .
CCOc1ccc(NC(=O)c2ccc(-c3ccccc3)s2)cc1
 : -1%, 1.2, -2%, 3%, ., -14%, ?, -5%, 2%
COc1ccc(CCNC(=O)COC(=O)c2ccc(N3CCCC3=O)cc2)cc1OC
 : 2%, 0.9, -1%, 2%, 5%, 0%, 0%, 114%[activator], 2%
CCOc1cc(S(=O)(=O)NC2CC(C)(C)NC(C)(C)C2)ccc1F
 : 10%, -0.6, -12%, -6%, ?, 0%, 0%, 7%, 8%
COC(=O)C[C@H]1c2cc(C(F)(F)F)ccc2S(=O)(=O)N1C1CCCC1
 : ., ., ., ., ., ?, 4%, ?, 13%
Cc1cccc(N2CCN(C(=O)c3cc4c(=O)oc5ccccc5c4s3)CC2C)c1 (centres undefined)
 : 24%, 0.1, -8%, -3%, ., 7%, -18%, 37%[activator], 5%
Cc1cc2oc(C(=O)Nc3nonc3C)c(C)c2cc1C
 : 28%, -0.8, -7%, 2%, 87%[activator], 13%, -6%, -1%, 2%
COc1cccc(CN(C)C(=O)CCNC(=O)c2ccc(Br)cc2)c1
 : 42%, -1.2, -9%, -1%, -8%, -16%, 1%, -3%, 3%
Cc1ccc(NC(=O)C2=CCN(S(=O)(=O)c3ccc(F)cc3)CC2)cc1
 : 0%, -1.2, -11%, -2%, -3%, -9%, 0%, -12%, -4%
COc1ccccc1CNC(=O)COC(=O)CSc1ccc(F)cc1
 : ., -0.7, ., ., -5%, -5%, ?, -17%, -6%
CCc1ccc(-n2c(=O)c3cccnc3n2CC(=O)Nc2cc(F)ccc2F)cc1
 : -2%, 0.5, 110%[activator], -4%, ., -19%, -1%, ?, 8%
CC(C)=CCC/C(C)=C/CCC(C)NCCN1CCNCC1 (centres undefined)
 : 22%, 0.1, ?, 1%, 3%, ., ., ., .
C=CCOc1ccc2c(=O)n(C)c3ccccc3c2c1
 : ., ., -18%, 4%, -5%, 9%, ., 2%, .
CN(C)CCCSC(=N)N
 : ., ., -1%[29.3 µM], 6%, -1%, -2%[19.4 µM], ?, ., .
CSCCC(NC(=O)c1ccccc1Cl)C(=O)N1CCN(C(C)=O)CC1 (centres undefined)
 : ., -0.7, ., ., 13%, 1%, 28%, 11%, 11%[15.4 µM]
O=[N+]([O-])c1cccc(/C=C/c2nc[nH]c2[N+](=O)[O-])c1
 : ?, -0.7, 2%, -15%, -2%, 7%, 8%, -9%, 8%
CSc1ccc(CN(C)CC(=O)Nc2ccc(NC(C)=O)cc2)cc1
 : 5%, -0.3, -3%, 1%, -1%, 0%, -7%, 0%, 2%
O=C(CN1CCN(C(=O)c2ccco2)CC1)N1CCc2[nH]c3ccccc3c2C1
 : 4%, 4.1, 38%[activator], -7%, 5%, -10%, ., 76%[activator], 14%
CCCCC1(c2ccc(F)cc2)NC(=O)N(CC(=O)N2CCN(C(=O)c3ccco3)CC2)C1=O (centres undefined)
 : -1%, -0.1, -13%, -6%, 9%, -11%, ?, -17%, -4%
OCC1(CCc2ccccc2)CCN(Cc2ccccc2Cl)CC1
 : 21%, 3.0, -17%, -2%, 3%, -1%, 1%, 91%[activator], -2%
O=[N+]([O-])c1ccc2n[nH]nc2c1
 : -15%, 0.0, -12%, -2%, 2%, -3%&-3%, -9%, 8%&-4%, -15%
O=S1(=O)N=C(c2ccccc2)c2ccccc21
 : ., ., ., ., ., -1%, 120%[activator], 18%, 4%
COc1ccc(NC(=O)c2ccc3c(c2)C(=O)N(Cc2cccnc2)C3=O)cc1
 : 0%, -1.4, -2%, -5%, 2%, -7%, 1%, -3%, 1%
O=C(CCC(=O)c1cccs1)NCc1ccccc1Cl
 : ., ., ., ., 39%, -29%, ?, -14%, -5%
Cc1ccc(C(=O)Nc2nc(-c3ccccn3)cs2)cc1S(=O)(=O)N1CCOCC1
 : ., -0.3, ., ., 25%, -13%, 9%, 12%, -2%
COc1cc(C(C)=O)ccc1OCC(O)CN1CCN(c2ccccn2)CC1 (centres undefined)
 : 28%, 1.9, -8%, -2%, 17%, 3%, -6%, 21%, 8%
O=c1c[n+]([O-])c2ccccc2n1OCc1ccccn1
 : -21%, 0.3, -9%, -2%, -1%, -6%, 0%, 28%, 7%
CCOC(=O)c1ccc(CN(Cc2ccccc2C)S(=O)(=O)c2ccc(F)c(C)c2)cc1
 : 35%, 3.6, 78%[activator], -5%, ., -10%[60.1 µM], 2%, -2%, -6%

# A second format for part of the listing above.
structure,POLB inh,TRHR agonist,Anesthetic bind,BLM helicase inh,APEX1 inh,Pol kappa inh,ALOX12 inh,Pol iota inh,ERG Ets-DNA blk
CC(C)=CCC/C(C)=C/CCC(C)NCCN1CCNCC1 (centres undefined),22%,0.1,?,1%,3%,.,.,.,.
OCC1(CCc2ccccc2)CCN(Cc2ccccc2Cl)CC1,21%,3.0,-17%,-2%,3%,-1%,1%,91%[activator],-2%
Cc1cc2oc(C(=O)Nc3nonc3C)c(C)c2cc1C,28%,-0.8,-7%,2%,87%[activator],13%,-6%,-1%,2%
CCOc1ccc(NC(=O)c2ccc(-c3ccccc3)s2)cc1,-1%,1.2,-2%,3%,.,-14%,?,-5%,2%

# Further entries follow.
# Every second line gives: POLB inh, TRHR agonist, Anesthetic bind, BLM helicase inh, APEX1 inh, Pol kappa inh, ALOX12 inh, Pol iota inh, ERG Ets-DNA blk
Cc1ccc(NC(=O)Cc2nc(-c3c[nH]c(C(=O)N4CCCC4)c3)cs2)c(C)c1
 : ., -0.1, ., ., 10%, 7%, ?, 35%, 7%
CC(C)CN(C(=O)COC(=O)c1c(Cl)ccc(Cl)c1Cl)C1CCS(=O)(=O)C1 (centres undefined)
 : 2%, 0.5, -22%, -5%, 7%, -1%, -11%, 20%, 5%
O=C1c2ccccc2-c2cccc(C(=O)N3CCN(C(=O)c4ccccc4)CC3)c21
 : ?, -0.6, -11%, -6%, -3%, 6%, -16%, -15%, 6%
COC(=O)c1sc2ncccc2c1OCc1ccc(Cl)cc1Cl
 : 18%, -0.8, -6%, 0%, 29%, -14%, ?, -8%, 0%
O=C(CCCCCC(=O)N(CCO)CCO)N(CCO)CCO
 : 27%, 0.2, -13%, 3%, -4%, -4%, 25%, -18%, -3%
CCOc1ccc(-n2c(=O)c3c4c(sc3n(CC(=O)NCC3CCCO3)c2=O)CCCC4)cc1 (centres undefined)
 : 0%, 0.0, -2%, -5%, -6%, -10%, -3%, -11%, -4%
COc1ccc(N2C(=O)N(Cc3cccc(F)c3)c3ccccc3S2(=O)=O)cc1
 : -13%, 0.6, -9%, -13%, -5%, ., ., ., .
COc1ccc(CNC(=O)CCc2c(C)nc3nc(CNC(=O)OC(C)(C)C)nn3c2C)cc1
 : 37%, 1.3, -10%, -5%, ., -6%, -6%, 13%, 11%
CC1=NN(C(=O)Cc2ccc([N+](=O)[O-])cc2)C(O)(c2ccccc2)C1 (centres undefined)
 : -5%, 1.6, ?, -3%, 5%, -7%, 11%, ?, .
COc1ccc(S(=O)(=O)Nc2cccnc2)c(C)c1C
 : 23%, 1.1, -5%, -5%, -9%, -1%, 1%, 61%[activator], 0%
O=C(CC1Sc2ccccc2NC1=O)NNc1ccc(Cl)cc1Cl (centres undefined)
 : ., ., ., ., ., -4%, -21%, 11%, -3%
COC(=O)c1ccccc1NC(=O)C1CCCC1
 : -18%, -1.1, -11%, -2%, -3%, -12%, 0%, -7%, 2%
O=C(OC1Cc2c(O)cc(O)cc2OC1c1cc(O)c(O)c(O)c1-c1c(C2Oc3cc(O)cc(O)c3CC2OC(=O)c2cc(O)c(O)c(O)c2)cc(O)c(O)c1O)c1cc(O)c(O)c(O)c1 (centres undefined)
 : ., ., 0%, 7.9µM*, 0.13µM*, 0.5µM*, ., ., .
COC(=O)C1=C(C)N(CCCC(=O)O)C(=O)NC1c1ccc(C(F)(F)F)cc1 (centres undefined)
 : 28%, 0.0, -8%, 2%, 24%, 2%, -5%, 18%, 0%
O=C1CC(c2ccccc2)CC(=O)N1c1ccccc1
 : -15%, 0.4, 4%, -1%, -3%, 1%, 20%, 2%, -9%
CC(=O)c1ccccc1OC(=O)c1ccc([N+](=O)[O-])o1
 : -5%, 0.6, -15%, -3%, -10%, -2%, ?, 19%, -2%
Fc1ccc(C(c2nnnn2C2CCCC2)N2CCN(Cc3ccccc3)CC2)cc1 (centres undefined)
 : 10%, -0.3, ?, -4%, ?, -4%, 67%[activator], 16%, 0%
COc1cc(C(=O)NCCOc2ccc(Cl)cc2)ccc1OCc1c(C)noc1C
 : ., 0.2, ., ., 17%, -12%, -1%, 3%, .
COc1ccc(CNc2nc(C)cc(C)c2C#N)cc1
 : 3%, -0.4, ?, -8%, -9%, -17%, 0%, 131%[activator], 5%
Cc1ccc(NS(=O)(=O)c2ccc3[nH]c(=O)[nH]c3c2)cc1
 : 34%, 0.8, -5%, -2%, 61%[activator], 6%, ?, 37%[activator], -6%
COc1ccc(OCC(O)CN(C)C(=O)/C=C/c2cccc([N+](=O)[O-])c2)cc1 (centres undefined)
 : -1%, -1.5, -16%, 1%, 5%, -1%, -23%, -8%, -1%
Cc1cc(=O)n(C)c2ccccc12
 : -24%, 0.1, -8%, 2%, 4%, 4%, 2%, 25%, 5%

# This is a subset. The share of hits here may be higher or lower than overall.
